Bioassay records as filed in PubChem.
ATXN2 expr inh = Primary qHTS for Inhibitors of ATXN expression | HEK-293 ATXN2-luciferase reporter, luminescence, 24 h | Potency, µM (series often up to 57 µM), for the others: top-dose activity change, negative = inhibition, hits mostly inhibitors | hit rate 0.72% among 360,000; also: potency is read from the fitted curve at half-maximal effect; % is scaled to controls: 0 for no effect and ±100 for the full control effect; nearly all actives have a fitted effect of over 55% in size
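ATXN2-luciferase reporter cells (luciferase flanked by upstream and downstream ATXN2 gene portions) were treated 24 h at 37 °C with compounds at up to 57 uM. SteadyGlo luminescence gave expression; GF-AFC fluorescence gave viability.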
EPAC2 ag = qHTS for Agonist of cAMP-regulated guanine nucleotide exchange factor 4 (EPAC2): primary screen; Rap guanine nucleotide exchange factor 4 (Homo sapiens), Q8WZA2; EPAC2 activation, biochemical qHTS; response scale: 100% = 6.5 mM cAMP response; Potency, µM (doses to about 154 µM), without a hit: top-dose activation, most hits filed as activators; hit rate 0.079% among 360,000; AID 720711, 2013; also: potency is read from the fitted curve at half-maximal effect; nearly all actives have a fitted effect of over 50% in size
Target sequence (Q8WZA2 whole entry, looked up): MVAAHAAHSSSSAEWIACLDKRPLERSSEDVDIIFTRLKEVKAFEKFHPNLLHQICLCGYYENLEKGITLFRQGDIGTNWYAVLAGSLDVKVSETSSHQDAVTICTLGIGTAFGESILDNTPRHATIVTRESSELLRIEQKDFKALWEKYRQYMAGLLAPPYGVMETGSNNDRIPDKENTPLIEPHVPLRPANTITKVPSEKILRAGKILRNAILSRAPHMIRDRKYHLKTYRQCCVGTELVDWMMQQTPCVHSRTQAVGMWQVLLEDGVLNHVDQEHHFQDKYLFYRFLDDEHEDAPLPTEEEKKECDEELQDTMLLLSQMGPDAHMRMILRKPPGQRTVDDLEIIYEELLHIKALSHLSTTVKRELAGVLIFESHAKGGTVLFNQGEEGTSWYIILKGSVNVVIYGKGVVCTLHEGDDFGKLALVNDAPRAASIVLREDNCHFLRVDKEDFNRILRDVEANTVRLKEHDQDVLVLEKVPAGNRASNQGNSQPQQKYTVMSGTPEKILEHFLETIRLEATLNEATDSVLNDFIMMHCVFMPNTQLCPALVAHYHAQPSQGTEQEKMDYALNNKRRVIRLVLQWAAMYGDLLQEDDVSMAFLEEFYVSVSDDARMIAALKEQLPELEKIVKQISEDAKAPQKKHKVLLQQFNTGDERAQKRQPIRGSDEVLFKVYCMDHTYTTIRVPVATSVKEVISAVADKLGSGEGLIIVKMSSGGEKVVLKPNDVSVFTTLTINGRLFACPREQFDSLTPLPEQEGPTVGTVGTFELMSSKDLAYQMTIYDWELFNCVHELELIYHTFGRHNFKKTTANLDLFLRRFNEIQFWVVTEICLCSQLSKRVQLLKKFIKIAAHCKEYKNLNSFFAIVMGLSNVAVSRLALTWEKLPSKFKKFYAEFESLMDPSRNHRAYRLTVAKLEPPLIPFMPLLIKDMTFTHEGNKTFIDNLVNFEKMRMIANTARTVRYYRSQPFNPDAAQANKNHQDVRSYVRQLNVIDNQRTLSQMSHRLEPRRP
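Guanine nucleotide exchange by EPAC2 is measured as reduced fluorescence of BODIPY-GDP once it is released from 250 nM Rap1B. Plates are read kinetically for 30 min at room temperature; results are scaled to 6.5 mM cAMP.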
TGFb SMAD3 inh = qHTS for Inhibitors of TGF-b; HepG2 CAGA-GFP TGF-b/SMAD3 reporter, GFP fluorescence, 18 h; TGF-beta stimulated, 500 pg/mL final; AID 588855, 2011; Potency, µM (top dose mostly 46.1 µM), inactives show at the highest dose activity, negative = inhibition, usual class: inhibitors; hit rate 1.2% among 410,000; also: potency is read from the fitted curve at half-maximal effect; % is scaled to controls: 0 for no effect and ±100 for the full control effect; nearly all actives have a fitted effect of over 65% in size
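Read-out: total well GFP (ex488/em500-530) summed from mean per-cell fluorescence. Cells: HEPG2 CAGA-GFP, 1% FBS DMEM, 18 h at 37 degrees C with 500 pg/mL final TGF-beta. Unstimulated wells served as the full-inhibition control; stimulated DMSO wells = 0%.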
Nrf2 ARE act = qHTS of Nrf2 Activators. AREc32 ARE-luciferase reporter (MCF7-derived line), luminescence, 24 h. Potency, µM (doses to about 46.1 µM), for the others: top-dose activation, most hits filed as activators. hit rate 0.31% among 410,000. AID 624171, 2012; also: potency is read from the fitted curve at half-maximal effect; % of control where 0% means no effect; nearly all actives have a fitted effect of over 65% in size
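Quantitative high-throughput format: AREc32 reporter cells, 1000 per well, received compound by pin transfer and were incubated 24 hr at 37 deg C, 5% CO2, before Steady-Glo luminescence detection.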
IL-2 act = qHTS of IL-2 Activators | IL-2 activation reporter assay, cell-based qHTS; stimulated with anti-CD3/CD4/CD28 beads; in transgenic mouse T cells | activation, % (series mostly up to about 46 µM) | hit rate 0.065% among 360,000; in the data active = activation above about 50%; inconclusive = mostly about 30% to 49%; also: 0% is about no effect
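Unstimulated transgenic mouse T cells, 750 per well, received compound and, after 60 minutes, anti-CD3/anti-CD4 bead plus anti-CD28 stimulation. EGFP and DsRed were quantified after 18 hours.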
HepG2 viability = qHTS for Inhibitors of TGF-b: Cytotox Counterscreen | Potency, µM (highest dose often 46.1 µM), for inactives: top-dose activity change, negative = cytotoxicity, actives largely listed as cytotoxic | AID 588856, 2011 | HepG2 CAGA-GFP viability, ATP luminescence, 18 h | hit rate 0.76% among 410,000; also: potency is read from the fitted curve at half-maximal effect; some results filed as inactive show a strong effect at the top dose
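CellTiter-Glo luminescence gave cytotoxicity after 18 hours at 37 degrees C. The cells were HepG2 CAGA-GFP in 1% FBS DMEM, stimulated with 500 pg/mL TGF-beta after compound addition. %Activity was normalised to no-cell wells (complete cell-killing) and DMSO (no toxicity), and curves were fitted and classified.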
A549 tox = Nrf2 qHTS screen for inhibitors: counterscreen for cytotoxicity; A549 ARE-Fluc cells, CellTiter-Fluor viability, 18-24 h; Potency, µM (series often up to 46 µM), for inactives: at the highest dose activity change, negative = cytotoxicity, actives largely listed as inhibitors; hit rate 0.16% among 390,000; also: potency is read from the fitted curve at half-maximal effect; % is scaled to controls: 0 for no effect and ±100 for the full control effect
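A549 ARE_Fluc cells in 5% FBS OPTI-MEM were exposed to compounds in concentration-response for 18-24 h at 37 deg C. Viability was read by CellTiter-Fluor fluorescence (Ex 405/Em 525) after 30 min, before the luciferase read.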
Nrf2 inh = Nrf2 qHTS screen for inhibitors; A549 ARE-Fluc reporter, luciferase luminescence, 18-24 h; Potency, µM (highest dose often 46 µM), for the others: at the top dose activity change, negative = inhibition, actives largely listed as inhibitors; hit rate 2.1% among 360,000; also: potency is read from the fitted curve at half-maximal effect; % is scaled to controls: 0 for no effect and ±100 for the full control effect; nearly all actives have a fitted effect of over 60% in size
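A549 ARE_Fluc cells, 5000/well, 5% FBS OPTI-MEM; compounds in dose-response, 18-24 h at 37 °C/5% CO2; CellTiter-Fluor viability read (Ex 405/Em 525), then BugLite luciferase luminescence = Nrf2 activity.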
S2 tox = Viability Counterscreen for Primary qHTS for Inhibitors of ATXN expression; Potency, µM (series often up to 56.7 µM), most hits filed as cytotoxic; hit rate 0.49% among 400,000; AID 651635, 2014; S2 cells (HEK-293 line with an ATXN2-luciferase reporter) viability, CellTiter-Fluor protease fluorescence, 24 h; also: potency is read from the fitted curve at half-maximal effect; nearly all actives have a fitted effect of over 40% in size
* hit, by the source's call; i = inactive; ? = inconclusive; . = no result given; [ ] = remark or other dose. Unless noted, calls follow the shape of the dose curve; as a rule, active = well fitted curve in the direction sought with a large enough effect; inconclusive = small, poorly fitted or top-dose-only effect, or another doubt; inactive = no such curve, though single readings can be large; an effect the other way counts as inactive or inconclusive.

SMILES	ATXN2 expr inh	EPAC2 ag	TGFb SMAD3 inh	Nrf2 ARE act	IL-2 act	HepG2 viability	A549 tox	Nrf2 inh	S2 tox
Cc1cccc(/C=N/n2c(-c3ccncc3)n[nH]c2=S)c1	2%	8%	-5%	2.6%[9.22 µM]	3.0	-28%	17%	-13%	i
O=C(CCCSc1ccc(Cl)cc1)Nc1cc(S(=O)(=O)N2CCOCC2)ccc1O	?	9%	?	-0.8%	0.0	-23%	-2%	2%	i
Cc1nc(NC(=O)c2cccc(Cl)c2)sc1C(=O)N1CCCCC1	.	4%	-5%	7.4%	-2.8	-6%	-7%	-27%	i
CC(C)c1nn2c(=O)cc(COC(=O)c3ccc(NC(=O)c4ccccc4Cl)cc3)nc2s1	.	.	?	-0.4%	.	-7%	-1%	.	.
Cc1cccc(CN2CCN(C3CN(Cc4cn(Cc5ccccc5F)nn4)S(=O)(=O)C3)CC2)c1 (stereo not drawn)	-14%	7%	-2%	0.2%	-0.2	-1%	.	.	?
CC(=O)Nc1cccc(NC(=O)C2CC(=O)N(c3ccc(C)cc3)C2)c1 (stereo not drawn)	4%	-1%	7%	-0.2%	1.2	-28%	0%	12%	i
Cc1nn(CCOc2cccc(Cl)c2)c(C)c1[N+](=O)[O-]	-6%	13%	12%	-0.5%	-3.5	-16%	9%	-6%	i
O=C(NCc1ccco1)c1ccc(S(=O)(=O)N2CCOCC2)cc1	-19%	-3%	-6%	-0.3%	-1.2	-7%	-1%	-6%	i
CC(=O)/C(=N/Nc1cccc(C)c1)N1CCOCC1	0%	-4%	1%	0.5%	-1.7	-5%	-7%	-1%	i
Cc1c(C(=O)O)cccc1N1C(=O)Nc2ccccc2N1O	3%	-5%	16%	0.3%[9.22 µM]	0.2	16%	-1%	5%	i
COc1cc(OC)cc(C(=O)N2CCN(Cc3cccc(F)c3)CC2)c1	1%	13%	-5%	0.0%	-2.2	-5%	-6%	-17%	i
CN(C)S(=O)(=O)c1ccc(/C(O)=C2/C(=O)C(=O)N(CCN3CCCCC3)C2c2cccnc2)cc1 (stereo not drawn)	4%	0%	1%	-0.3%	0.8	6%	-4%	1%	i
CC(=O)Nc1ccc(Nc2nc3c(S(=O)(=O)c4ccc(C)c(C)c4)nnn3c3ccccc23)cc1	1%	-11%	19%	0.4%	-2.5	7%	5%	10%	i
CCOC(=O)c1ccc(N2C(=O)c3n[nH]c(-c4cccs4)c3C2c2ccc(C(C)(C)C)cc2)cc1 (stereo not drawn)	3%	.	-12%	-1.1%	.	-7%	1%	-2%	i
CC(CCc1ccccn1)(CCc1ccccn1)C(=O)c1ccccc1	-20%	1%	-19%	0.0%	-1.0	-10%	-7%	-9%	?
COc1cccc(NC(=O)CN(C)C(=O)c2sc3cc(Cl)ccc3c2Cl)c1	-11%	11%	?	0.2%	-5.0	-40%	-2%	-12%	i
O=C(Nc1ccc2cn[nH]c2c1)c1c(Cl)cccc1Cl	2%	2%	10%	-0.4%	-2.7	8%	0%	-19%	i
COc1ccc(C(=O)/C=C(\C)Nc2ccc3c(c2)OCO3)cc1	48%[activator]	22%	-7%	5.5%	-0.5	-20%	-1%	23%	i
Nc1ccn([C@@H]2O[C@H](CNC(=O)[C@@H](Cc3cn(COCc4ccccc4)cn3)NC=O)[C@@H](O)[C@H]2O)c(=O)n1	-3%	4%	2%	0.6%	-0.6	7%	.	.	i
COC(=O)c1ccc(NC(=O)Cn2cnc3c(nnn3-c3cccc(OC)c3)c2=O)cc1	0%	2%	2%	0.1%	-0.3	-20%	12%	17%	i

5 structures out of the list, sorted by formula weight, rising:
SMILES	ATXN2 expr inh	EPAC2 ag	TGFb SMAD3 inh	Nrf2 ARE act	IL-2 act	HepG2 viability	A549 tox	Nrf2 inh	S2 tox
COc1ccc(C(=O)/C=C(\C)Nc2ccc3c(c2)OCO3)cc1	48%[activator]	22%	-7%	5.5%	-0.5	-20%	-1%	23%	i
CC(CCc1ccccn1)(CCc1ccccn1)C(=O)c1ccccc1	-20%	1%	-19%	0.0%	-1.0	-10%	-7%	-9%	?
COC(=O)c1ccc(NC(=O)Cn2cnc3c(nnn3-c3cccc(OC)c3)c2=O)cc1	0%	2%	2%	0.1%	-0.3	-20%	12%	17%	i
O=C(CCCSc1ccc(Cl)cc1)Nc1cc(S(=O)(=O)N2CCOCC2)ccc1O	?	9%	?	-0.8%	0.0	-23%	-2%	2%	i
CCOC(=O)c1ccc(N2C(=O)c3n[nH]c(-c4cccs4)c3C2c2ccc(C(C)(C)C)cc2)cc1 (stereo not drawn)	3%	.	-12%	-1.1%	.	-7%	1%	-2%	i

Continuation:
SMILES	ATXN2 expr inh	EPAC2 ag	TGFb SMAD3 inh	Nrf2 ARE act	IL-2 act	HepG2 viability	A549 tox	Nrf2 inh	S2 tox
Cc1ccc(-c2c(C(=O)c3ccc(Br)cc3)[nH]c(N)c2C(=O)NCc2ccc(Cl)cc2)cc1	21%	5%	.	-0.4%	-0.5	.	.	.	i
O=C1COc2ccc(C(=O)NC3CC3)cc2N1	-15%	0%	-1%	7.4%	1.3	-12%	-10%	-6%	i
CCN(CC)S(=O)(=O)c1cccc(C(=O)N2CC(O)CC2C(=O)O)c1 (stereo not drawn)	6%	-8%	7%	0.1%	0.2	4%	-7%	?	i
COc1cccc2cc(C(=O)NCc3ccco3)c(=O)oc12	18%	-6%	1%	1.7%	-1.0	26%	-6%	2%	i
Cc1cc(Nc2ccc(C(=O)O)cc2)nc(N)n1	-13%	9%	-2%	0.0%	-0.7	1%	-3%	3%	?
COc1ccc(NS(=O)(=O)c2cc(C(=O)N3CCCCCC3)ccc2C)cc1	10%	-1%	-1%	-0.5%	-0.5	2%	-6%	?	i
COc1ccccc1-n1cc(-c2ccc(C)cc2)[nH]c1=S	7%	-2%	-5%	2.8%	1.6	-1%	-14%	-2%	i
COc1ccc(NC(=O)C2CCCN(C(=O)NC3CCCCC3)C2)cc1OC (stereo not drawn)	-1%	9%	4%	0.3%	-3.0	6%	1%	-12%	i
CCN1C(=O)[C@H]2[C@H]3CN=C(SCc4ccc(C)cc4)N3[C@@](CC)(C(=O)OC)[C@H]2C1=O	7%	2%	-2%	0.3%	-0.5	-4%	8%	9%	i
CC(=NNC(=O)c1cc(C)oc1C)c1ccc(Br)s1	7%	-4%	9%	8.0%	0.5	0%	17%	18%	i
COC(=O)c1cnc(Nc2nc(C(N)c3ccccc3Cl)cs2)nc1C(F)(F)F (stereo not drawn)	?	-2%	18µM*	-2.0%	-0.4	-87%	.	.	25µM*
CN1CCCC(OC(=O)c2cc(Cl)ccc2Cl)C1 (stereo not drawn)	1%	-22%	-7%	-0.9%	2.3	7%	-6%	18%	i
COc1ccc(C(=O)NCC(=O)N/N=C/c2ccc([N+](=O)[O-])s2)cc1OC	?	8%	11µM*	12%	0.3	11µM*	?	26µM*	?
COCCOc1cc(NCc2ccccc2)c2ncn(C(C)C)c2c1	-31%	16%	-11%	-1.1%	-0.1	-36%	-2%	-14%	?
CCCCn1nnnc1SCC(=O)NNC(=O)C1CCCCC1	-1%	2%	-2%	-0.4%	-0.6	-4%	-2%	9%	?
C#CCOc1ccc(/C=N/O)cc1Cl	6%	-7%	-3%	1.6%	0.2	-8%	1%	-15%	i
CCOc1ccc(C(c2c(O)cc(C)n(Cc3ccco3)c2=O)N2CCN(C)CC2)cc1 (stereo not drawn)	.	.	-22%	-0.5%	.	1%	-7%	.	.
Cc1cc(-c2nc(C)c(C(=O)NN)s2)no1	11%	9%	-8%	5.5%	1.4	-9%	3%	0%	i
Cn1c(SCC(=O)NNC(=O)c2ccccc2)nnc1C(F)(F)F	-18%	0%	19%	0.1%	0.1	2%	1%	16%	i
COc1ccccc1NC(=O)C(C)OC(=O)CCCOc1ccccc1 (stereo not drawn)	-16%	6%	0%	-0.9%	-4.0	18%	-5%	-15%	i
COc1ccc(/C=N/NC(=O)C(=O)N2CCCCCC2)cc1[N+](=O)[O-]	15%	-6%	-4%	3.1%	-3.3	-3%	-4%	0%	i
CN(CC(=O)Nc1cccc(F)c1)CC(=O)Nc1ccccc1[N+](=O)[O-]	-11%	4%	?	2.0%	-0.8	-8%	-9%	?	i
O=C(COC(=O)c1cccc(OC(F)F)c1)Nc1cccc(S(=O)(=O)N2CCCC2)c1	-9%	11%	-7%	-0.3%	-0.1	-13%	-4%	0%	i
O=C(c1ccc(Cl)cc1)N1CCC(C(=O)N2CCCc3ccccc32)CC1	3%	2%	-19%	1.5%	0.9	1%	-6%	7%	i
C=C(NC(C)=O)c1c(F)cccc1F	7%	3%	?	-0.3%	0.2	30%	-5%	-8%	i
COc1ccc(C(=S)N2CCCC2)cc1C	5%	4%	2%	-0.4%	-2.4	5%	-5%	-7%	i
CCC(=O)Nc1ccc(C(=O)CN2C(=O)NC3(CCOc4ccccc43)C2=O)cc1 (stereo not drawn)	.	7%	-2%	-0.5%	-0.1	-13%	11%	9%	i
Cc1ccc2cccc(S(=O)(=O)NC3CCS(=O)(=O)C3)c2n1 (stereo not drawn)	-3%	10%	5%	-0.5%	3.0	16%	0%	.	i

With a hit mark in TGFb SMAD3 inh, of those listed so far:
SMILES	EPAC2 ag	TGFb SMAD3 inh	Nrf2 ARE act	IL-2 act
COC(=O)c1cnc(Nc2nc(C(N)c3ccccc3Cl)cs2)nc1C(F)(F)F (stereo not drawn)	-2%	18µM*	-2.0%	-0.4
COc1ccc(C(=O)NCC(=O)N/N=C/c2ccc([N+](=O)[O-])s2)cc1OC	8%	11µM*	12%	0.3
